Compound activity: PubChem, several laboratories
PLC-gamma1 inh = inhibitors of human phospholipase C gamma1; P19174; purified PLC-gamma1, fluorogenic substrate, fluorescence; inhibition, % at 12.2 µM; 370,000 tested, 0.84% active; AID 720700; in the data active = inhibition above about 9.5%
PLC-beta3 inh = blocks human PLC-beta3 enzyme activity. Purified PLC-beta3, fluorogenic substrate, fluorescence. inhibition, % at 12.2 µM. 370,000 tested, 0.18% active; in the data active = inhibition above about 11%;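 also: 0% = median of compound wells on plate and 100% = full blocker control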
ASAP1 GAP inh = inhibitors of human ASAP1 ArfGAP activity; ASAP1-stimulated ARF1 GTP hydrolysis, GDP FP detection; 360,000 tested, 0.19% active; AID 624377; inhibition, % at 16.5 µM; in the data active = inhibition above about 25%;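 also: 0% = vehicle with enzyme and substrate and 100% = no enzyme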
Target sequence (Q9ULH1 325-724 limits assumed): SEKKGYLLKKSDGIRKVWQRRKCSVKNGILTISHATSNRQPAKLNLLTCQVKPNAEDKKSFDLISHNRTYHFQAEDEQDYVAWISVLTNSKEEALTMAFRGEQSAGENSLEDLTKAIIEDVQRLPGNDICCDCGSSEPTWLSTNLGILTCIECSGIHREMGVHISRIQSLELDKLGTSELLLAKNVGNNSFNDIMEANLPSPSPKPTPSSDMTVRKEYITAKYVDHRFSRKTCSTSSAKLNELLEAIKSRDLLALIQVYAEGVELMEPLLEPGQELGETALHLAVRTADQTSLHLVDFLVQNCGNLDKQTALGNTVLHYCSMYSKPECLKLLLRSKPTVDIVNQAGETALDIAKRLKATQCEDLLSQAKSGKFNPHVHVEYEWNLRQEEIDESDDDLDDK
sPLA2-III inh = Inhibits HGIII-sPLA2 liposome hydrolysis, primary screen; 370,000 tested, 0.56% active; Q9NZ20; inhibition, % at 12.2 µM; QFRET BODIPY PC-A2 liposome hydrolysis, fluorescence;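 active = inhibition above mean plus 3 SD of compounds lying within the high and low control bounds, cut at about 19% in these data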;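 also: 0% = median of test compound wells and 100% = no enzyme DMSO wells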
Target sequence (Q9NZ20 whole entry, looked up): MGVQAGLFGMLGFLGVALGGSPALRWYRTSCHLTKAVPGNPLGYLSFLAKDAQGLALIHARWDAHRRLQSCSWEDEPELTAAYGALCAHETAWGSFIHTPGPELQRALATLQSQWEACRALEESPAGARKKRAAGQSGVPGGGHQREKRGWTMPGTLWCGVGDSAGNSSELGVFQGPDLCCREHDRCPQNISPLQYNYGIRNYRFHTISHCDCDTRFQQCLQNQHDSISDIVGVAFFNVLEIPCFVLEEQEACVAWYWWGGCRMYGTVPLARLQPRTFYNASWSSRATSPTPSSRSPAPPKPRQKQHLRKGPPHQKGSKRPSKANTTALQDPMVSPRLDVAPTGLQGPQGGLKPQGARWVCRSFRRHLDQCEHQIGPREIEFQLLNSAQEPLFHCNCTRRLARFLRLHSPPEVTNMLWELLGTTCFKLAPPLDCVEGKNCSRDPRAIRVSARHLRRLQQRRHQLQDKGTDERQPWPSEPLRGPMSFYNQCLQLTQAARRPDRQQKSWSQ
ARFGAP1 inhibitor = inhibits rat ARF GTPase activating protein 1; Q62848; inhibition, % at 16.5 µM; AID 651572; 360,000 tested, 0.26% active; Arfgap1-stimulated ARF1 GTP hydrolysis, GDP FP detection;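 active = inhibition above a per-plate limit, mean inhibition of low control wells plus 3 SD, cut at about 25% in these data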;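 also: 0% = DMSO wells with enzyme and 100% = wells lacking Arfgap1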
Target sequence (Q62848 1-136 limits assumed): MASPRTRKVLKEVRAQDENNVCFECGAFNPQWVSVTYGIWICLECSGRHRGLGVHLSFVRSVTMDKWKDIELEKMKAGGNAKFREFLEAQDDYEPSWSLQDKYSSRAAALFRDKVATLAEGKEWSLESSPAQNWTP
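Material: rat Arfgap1 GAP domain (His6, aa 1-136), purified enzyme. Also added: human ARF1(Δ1-17)-GTP substrate. Compound dosing: 16.5 µM single point, 1.26% DMSO. Timing: enzyme reaction 120 min at 25 °C after 20 min preincubation. Signal: GDP detection by fluorescence polarization. Read-out basis: percent inhibition of GAP-stimulated GDP formation, scaled between DMSO and no-Arfgap1 medians.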
DDE Tn6 FP inh = disrupts Tn6 cyclic peptide binding to fibrin D-Dimer-E complex | P02675 | Fibrin DD(E) TRITC-Tn6 fluorescence polarization displacement | inhibition, % at 8.3 µM | 370,000 tested, 0.21% active | AID 720509;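 active = inhibition above a per-campaign cutoff: mean of compounds within control limits plus 3 SD, cut at about 15% in these data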;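 also: 0% = median of all compound wells on the plate and 100% = blocking peptide control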
UHRF1 binding = human UHRF1 methylated DNA binding inhibitors; Q96T88; UHRF1 binding to methylated oligo, TR-FRET; inhibition, % at 4.4 µM; 370,000 tested, 0.75% active; AID 687016; in the data active = inhibition above about 21%;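 also: UHRF1 SRA domain binding a hemimethylated CpG hairpin DNA probe; 0% = median of test compound wells and 100% = reference inhibitor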
Tn7 DDE FP = disrupts Tn7 cyclic peptide binding to fibrin D-Dimer-E complex; inhibition, % at 8.3 µM; P02675; FP displacement of FITC-Tn7 peptide from fibrin DD(E); 0% = median of compound wells per plate; AID 720508; 370,000 tested, 0.13% active;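 active = inhibition above the mean of compounds falling within the control limits plus 3 SD of them, cut at about 14% in these data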;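 also: 0% = plate median of compound wells and 100% = 10 µM Aha-Tn7 peptide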
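Assay system: Human fibrin DD(E) protein | Medium: Tris buffer with calcium and detergent, pH 7.8 | Reagent: 0.1 µM fluorescent Tn7 | Compound dosing: Single point at 8.3 µM | Times: 10 min preincubation, 3 h with tracer, room temperature | Detection: Fluorescence polarization of the labelled Tn7 tracer | Controls: Aha-Tn7 high control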
NR1D1 modulator = modulates human Rev-erb alpha binding to DNA | 370,000 tested, 0.79% active | Rev-erbα–FITC-DNA binding, fluorescence polarization, 90 min | P20393 | activity, % at 10 µM;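 active = activity above about 14%, limit read from the data; passing the limit was not always enough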;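 also: 0% = DMSO wells with 35 nM protein and 100% = DMSO wells with 750 nM protein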
KLK7 zymogen act = proKLK7 (human) activation, primary screen | purified proKLK7, EDANS-DABCYL substrate fluorescence; 100% is mature enzyme control, 0% vehicle | activation, % at 7 µM | 370,000 tested, 0.9% active | AID 652039;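 active = activation above the mean of all tested compounds plus 3 SD, computed per campaign excluding outliers beyond control limits, cut at about 13% in these data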
Starred values were filed as active, the others as inactive; i = inactive.

SMILES	PLC-gamma1 inh	PLC-beta3 inh	ASAP1 GAP inh	sPLA2-III inh	ARFGAP1 inhibitor	DDE Tn6 FP inh	UHRF1 binding	Tn7 DDE FP	NR1D1 modulator	KLK7 zymogen act
C=CCn1nc(-c2ccccc2)cc1C(=O)OCC	2.4	4.1	-4.9	7.1	5.9	9.1	-1.0	6.8	-1.4	0.1
CCC(C)C(NC(=O)c1ccccc1NC(=O)c1ccccc1)C(=O)N1CCOCC1 (stereo not given)	1.0	-1.4	6.3	7.8	-8.6	0.4	2.7	5.6	5.5	0.2
COCCOC(=O)c1cc(C(=O)c2cc(F)ccc2O)coc1=N	-75.5	-93.8	-10.5	-4.8	-4.8	-4.7	-1.1	-2.7	-0.4	-1.0
COc1cccc(NC(=O)COC(=O)COc2cccc3c2OC(C)(C)C3)c1	-1.7	-5.9	0.3	-1.1	7.5	-2.5	-2.5	-2.6	-5.7	-0.3
Cc1ccccc1N1CCN(C(=S)c2ccc(-c3cccc([N+](=O)[O-])c3)o2)CC1	3.9	1.9	6.1	2.9	0.7	3.0	-1.4	-3.8	-3.4	-0.3
CCOC(=O)C1=C(C)NC(=O)N(C(C)=O)C1c1ccc(Cl)cc1 (stereo not given)	2.2	-0.4	-8.3	4.6	8.3	10.3	1.2	4.0	-3.8	0.2
CC1CN(C(=O)c2cc3cc(Cl)cc(Cl)c3oc2=O)CC(C)O1 (stereo not given)	-62.6	-83.6	3.8	6.5	8.5	2.0	3.0	-7.4	2.3	3.3
N#Cc1nc(-c2cccc3ccccc23)oc1N1CCCCC1	-14.9	-16.6	1.6	0.5	11.3	3.6	-3.4	-1.2	-2.1	-4.2
O=C(c1cc(-c2ccccc2)n[nH]1)N1CCN(S(=O)(=O)c2ccccc2)CC1	-0.1	1.6	8.8	-6.6	-2.2	1.9	-4.0	0.1	3.1	-0.2
O=C(CSc1cccc2cccnc12)N/N=C/c1ccc(O)cc1	-13.1	-28.4	5.2	-7.9	9.6	3.9	-2.2	-5.7	-2.2	-2.1
COc1cc(/C=C2/C(=N)N3C=CSC3=NC2=O)ccc1OCCCOc1c(C)cccc1C	-66.1	-58.0	-7.7	-14.0	-7.2	-1.1	-3.3	-0.7	8.5	3.8
CCc1nnc(SC(C)C(=O)Nc2nccs2)n1C (stereo not given)	-2.3	-9.0	-12.3	6.5	15.4	-5.5	3.6	6.4	-2.2	-0.7
COc1cc(/C=N/Nc2cccc3cccnc23)cc(OC)c1O	-5.2	-12.2	-0.5	3.3	7.2	-5.7	-8.6	3.1	3.2	-0.8
CC1CCCN(C(=O)CCNS(=O)(=O)c2ccc(Br)cc2)C1 (stereo not given)	0.5	2.7	-18.8	-7.3	5.7	-3.6	-0.8	-4.3	-5.8	0.0
Cc1ccc(N(CC(=O)NCc2ccccn2)S(=O)(=O)c2ccccc2)cc1C	-1.1	-5.7	-3.0	0.7	4.3	5.7	-3.1	9.3	-4.1	-0.1
CC1=C(C(=O)N2CCc3ccccc32)C2(CCC(C)CC2)OC1=O (stereo not given)	-1.5	-4.0	8.1	-1.1	-2.1	-3.2	-2.6	-5.8	0.3	-0.2
Cc1nn(-c2ccccc2)c(C)c1/C=N/NC(=O)c1cc(C23CC4CC(CC(C4)C2)C3)[nH]n1	4.6	3.8	2.9	3.4	2.8	8.9	1.5	-2.9	4.0	0.8
CC(=O)NC(CC(=O)NCC(c1ccco1)N(C)C)c1ccccc1 (stereo not given)	-3.1	-4.0	1.2	-1.5	-3.3	1.3	-1.9	2.4	-3.6	0.3
COc1ccc([C@H]2CC(=O)C=C(c3cccc(C(F)(F)F)c3)C2)cc1	-0.8	5.4	5.2	9.8	5.6	-6.1	2.3	1.9	-5.8	0.2
CN(C)Cc1c(C(=O)N/N=C/CCc2ccccc2)nnn1-c1nonc1N	4.1	2.0	13.2	5.2	8.7	1.4	1.8	-2.6	2.0	0.6
Cc1ccc2cc3c(NC(=O)c4ccco4)nn(CC(C)C)c3nc2c1	i	i	3.2	1.7	-4.0	-4.4	1.9	6.5	7.8	-14.2
CCCC(=O)Nc1nc2ccc(NC(=O)c3cccnc3)cc2s1	0.5	-0.4	-9.2	-1.9	-4.8	-0.8	-4.0	3.5	3.7	-0.1
CC(=O)N1CCc2cc(N=NC3=C(O)CC(C)(C)CC3=O)ccc21	-3.1	-8.4	-5.8	-6.1	-3.4	1.3	-25.1	-1.6	20.0*	0.3
O=C(C[C@H]1C=C[C@@H](NS(=O)(=O)c2ccccc2)[C@@H](CO)O1)NCc1ccc(Cl)c(Cl)c1	1.2	2.3	-5.6	-7.2	13.4	-0.2	-0.6	-5.4	0.4	0.4
O=C(CC1CCCC1)NCCc1cn2ccccc2n1	-0.8	2.3	0.7	3.6	4.2	-3.5	-0.8	-1.1	-5.7	0.3
COc1ccc(-c2coc3cc(OC4OC(CO)C(O)C(O)C4O)cc(O)c3c2=O)cc1 (stereo not given)	9.4	-32.0	14.0	6.3	19.4	-4.4	0.3	7.6	1.5	0.5
COc1ccc(C2CC=C(C(C)=O)CN2S(=O)(=O)c2ccc(C)cc2)cc1 (stereo not given)	-1.5	1.1	13.9	-2.2	-2.4	1.8	-0.6	-3.4	-5.0	0.4
CCOc1ccc(-n2nc(C(=O)NCCOC)c3ccccc3c2=O)cc1	-44.8	-54.7	1.9	6.5	-8.6	2.1	3.4	-6.3	-2.5	-0.9
NC(=O)C1CCCN(C(=O)c2[nH]c(C(F)(F)F)nc2-c2ccccc2)C1 (stereo not given)	1.4	-0.5	8.1	3.3	-6.9	5.7	-1.8	1.9	1.0	-0.4
O=C(/C=C/Sc1ccc(C(F)(F)F)cn1)c1ccccc1	2.9	7.3	-2.9	1.8	-7.2	-8.5	-1.6	-7.8	-7.0	0.0
O=C1CCC(=O)N1CCSC(=S)N1CCOCC1	2.3	-1.2	2.0	4.6	10.2	-3.8	-0.1	0.6	11.9	0.0
CC(CCc1ccccc1)NS(=O)(=O)c1ccccc1 (stereo not given)	-0.2	-1.3	-5.8	-11.0	-4.2	2.4	0.5	0.7	-5.2	-0.5
COc1cccc(NC(=O)N2CCC(C(N)=O)(N3CCCCC3)CC2)c1	2.3	1.8	14.6	-4.5	1.5	-3.0	-0.6	-3.6	2.8	0.4
O=C(CSc1ccccc1)Nc1cccc(S(=O)(=O)N2CCOCC2)c1	11.5*	-4.0	2.5	-10.5	1.5	2.0	1.9	-6.7	5.2	-0.3
COc1cccc(NC(=O)COc2ccc(N3CC(C(=O)NCC(C)C)CC3=O)cc2)c1 (stereo not given)	4.0	1.4	11.0	-1.3	9.1	-0.3	0.0	2.7	2.4	0.0
Cc1c(N=C2SCC(=O)N2/N=C/c2ccccc2Cl)c(=O)n(-c2ccccc2)n1C	-0.8	-0.2	-3.3	-3.3	2.4	2.1	-4.1	4.2	2.2	-0.1

Some entries already given, limited to ASAP1 GAP inh:
SMILES	ASAP1 GAP inh
COc1cccc(NC(=O)N2CCC(C(N)=O)(N3CCCCC3)CC2)c1	14.6
O=C(CSc1ccccc1)Nc1cccc(S(=O)(=O)N2CCOCC2)c1	2.5
COc1cccc(NC(=O)COc2ccc(N3CC(C(=O)NCC(C)C)CC3=O)cc2)c1 (stereo not given)	11.0

The list continues.
SMILES	PLC-gamma1 inh	PLC-beta3 inh	ASAP1 GAP inh	sPLA2-III inh	ARFGAP1 inhibitor	DDE Tn6 FP inh	UHRF1 binding	Tn7 DDE FP	NR1D1 modulator	KLK7 zymogen act
CCCN1CCN(c2ccc(S(N)(=O)=O)cc2[N+](=O)[O-])CC1	4.5	-14.9	-6.0	1.5	4.5	1.1	-4.2	-0.2	-3.8	0.1
Cc1cc(Cl)ccc1OC(C)C(=O)Nc1ccc(C(=O)Nc2ccccc2C(=O)O)cc1 (stereo not given)	-10.1	-18.4	15.2	-48.1	13.6	-11.2	1.9	2.8	2.3	0.3
CSc1nn2c(C(F)(F)F)cc(C(F)(F)F)nc2c1C(N)=O	-0.7	-9.4	15.3	10.3	9.2	-1.8	2.2	-0.4	-3.8	-0.2
CC(=O)N1CCN(CC(=O)c2ccc(Br)cc2)CC1	4.2	7.1	11.6	0.1	-0.8	4.8	-2.0	-2.8	-5.6	0.7
Cc1ccccc1-n1c(O)c(/C=C/C=Nc2ccccc2)c(=O)[nH]c1=O	-10.7	-11.9	7.8	-50.6	-7.3	-1.8	-14.1	-31.9	12.3	0.0
CN(C)S(=O)(=O)N1CCN(S(=O)(=O)c2ccccc2)CC1	4.2	4.0	6.7	-2.7	4.3	-14.6	1.1	-4.9	0.4	-0.1
CCCC(C)NC(=O)CSc1nc(-c2ccccc2)cn1N (stereo not given)	1.2	3.5	-14.7	-4.3	-6.4	2.1	0.0	3.3	-3.1	0.6
Cc1oc(-c2ccccc2F)nc1CS(=O)CC(=O)NCc1ccc(F)cc1 (stereo not given)	1.5	2.8	7.0	-5.5	16.3	6.9	-0.1	5.2	1.3	-0.1
COc1ccc(NC(=O)c2cc(C3CCCCN3C(=O)c3cccs3)on2)c(C)c1 (stereo not given)	1.5	-2.5	-2.0	-2.3	-3.8	0.4	-1.1	-5.3	6.4	0.3
Cc1ccc(OCC(=O)N2CCN(S(=O)(=O)c3ccc4c(c3)OCCO4)CC2)c(C)c1	0.5	-2.4	0.2	-6.5	2.1	-5.0	1.0	0.7	-0.8	0.2
Cc1cc(SCC(=O)c2cc(C)n(C)c2C)nc2ccccc12	-1.8	1.9	-8.0	1.1	2.9	2.8	1.0	0.7	3.0	0.1
CC[C@H](C)[C@H]1CNC(=O)C(=O)N1CC1CCN(CCCc2ccc(OC)c(OC)c2)CC1	-3.3	-4.0	-3.3	0.7	14.6	-0.7	0.3	-4.4	-0.8	-0.3
O=C(NC1CCCCCC1)c1ccc(N2CCCC2=O)cc1	-1.5	-1.3	2.5	2.5	7.4	-11.8	3.3	0.5	5.2	-0.3
CCc1ccc(Nc2ncc3c(n2)CC(c2ccc(OC)cc2)CC3=O)cc1 (stereo not given)	-6.7	-8.2	8.6	-0.7	4.1	-4.2	1.4	-1.1	-0.1	-0.3
C=Cn1cc[n+](CC(=O)C(C)(C)C)c1	0.3	4.4	3.3	-0.9	-0.4	-5.3	-0.6	2.4	-2.8	-0.1
COc1ccc2[nH]cc(C(=O)CN(C)CCc3ccc(OC)c(OC)c3)c2c1	-7.3	-12.9	9.4	-7.6	5.4	0.6	12.8	0.5	2.9	-0.4
CC(C)OCCCNC(=O)c1cc(S(=O)(=O)N2CCc3ccccc32)cn1C	0.4	-1.4	-1.3	0.3	4.3	-5.3	1.3	1.8	0.5	-0.5
